E-sel inducer: E-selectin induction on HUVECs; activation, % at 7.58 µM; 260,000 compounds, 0.37% hits; HUVEC E-selectin immunofluorescence imaging; normalized: neutral wells 0, TNF-alpha wells 100; AID 686992; P16581;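 active = mean E-selectin-positive cell signal at least 10% of the positive control, reached in at least 60% of replicates, without over 20% cell loss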;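 also: in these data hits start at about 27%; measured in HUVEC primary endothelial cells; signal is the percent of cells scored E-selectin positive by PE staining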
Target sequence (P16581 whole entry, looked up): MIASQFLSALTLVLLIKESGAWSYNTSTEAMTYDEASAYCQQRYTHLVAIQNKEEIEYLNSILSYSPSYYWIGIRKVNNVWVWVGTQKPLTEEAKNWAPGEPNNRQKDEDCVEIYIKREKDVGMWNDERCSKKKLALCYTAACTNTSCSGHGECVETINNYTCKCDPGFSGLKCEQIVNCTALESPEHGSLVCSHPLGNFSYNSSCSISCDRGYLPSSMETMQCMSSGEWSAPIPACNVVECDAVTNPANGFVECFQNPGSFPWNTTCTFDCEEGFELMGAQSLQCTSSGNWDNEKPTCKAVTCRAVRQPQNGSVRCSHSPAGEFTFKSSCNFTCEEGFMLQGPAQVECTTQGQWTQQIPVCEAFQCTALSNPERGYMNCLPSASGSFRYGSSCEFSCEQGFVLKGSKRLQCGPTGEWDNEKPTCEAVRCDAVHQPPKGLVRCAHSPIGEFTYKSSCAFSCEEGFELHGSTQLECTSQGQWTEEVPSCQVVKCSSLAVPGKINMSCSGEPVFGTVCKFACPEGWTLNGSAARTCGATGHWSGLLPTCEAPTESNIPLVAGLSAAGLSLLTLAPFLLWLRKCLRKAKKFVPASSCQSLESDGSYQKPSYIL
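Material: HUVEC primary endothelial cells; Amount: 3,000 cells per well; Dosing: single concentration; Medium: EGM-2 growth medium on 0.1% gelatin-coated wells; Read-out basis: percent E-selectin-positive cells; Signal: immunofluorescence imaging; Control set: TNF-alpha, DMSO.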
EWS-Fli inh: blocks EWS/Fli oncoprotein-driven transcription | A673 NR0B1-luciferase reporter, viability-normalised | inhibition, % at 12.6 µM | 350,000 compounds, 0.67% hits;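 active = mean inhibition of at least 50% after viability correction, with every replicate also passing that limit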;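 also: firefly luciferase signal divided by Alamar Blue viability fluorescence both relative to DMSO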
S100A4 inh HTS: inhibitors of human S100A4 binding to myosin IIA peptide; inhibition, % at 10.7 µM; 360,000 compounds, 0.14% hits; S100A4/TAMRA-MyoIIA peptide fluorescence polarization; P26447; AID 652163;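 active = mean inhibition of at least 70% across replicates, with every replicate also reaching that level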
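System – human S100A4 monomer protein, biochemical binding assay · Buffer or medium – Calcium-containing HEPES buffer, pH 7.2 · Timing – 5 min between mix addition and reading · Also added – TAMRA-labelled myosin IIA heavy-chain peptide probe, 5 nM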
XiGFP reactiv: X-chromosome reactivation activator; XiGFP mouse fibroblasts, % GFP-positive cells imaging, 3 d; cells co-treated with 5-aza-dC sensitizer; scaled so ellipticine positive control = 100%; activation, % at 7.58 µM; 360,000 compounds, 0.055% hits;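 active = mean normalized replicate activation at least 10% and every replicate at or above 10%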;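 also: 0% = median of on-plate neutral control wells and 100% = ellipticine 6 µM median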
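System: 68-5-11 XiGFP fibroblast line; Timing: 3 days compound exposure; Compound dosing: one concentration, pinned; Benchmarks: positive control ellipticine, 6 µM final; Buffer or medium: DMEM containing 5-aza-dC.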
RAD52 inh: RAD52 (human) annealing inhibition | AID 651710 | inhibition, % at 18.7 µM | 360,000 compounds, 0.46% hits | P43351 | recombinant RAD52 DNA annealing, FRET fluorescence;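 active = every replicate showing at least 50% inhibition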
Target sequence (P43351 whole entry, looked up): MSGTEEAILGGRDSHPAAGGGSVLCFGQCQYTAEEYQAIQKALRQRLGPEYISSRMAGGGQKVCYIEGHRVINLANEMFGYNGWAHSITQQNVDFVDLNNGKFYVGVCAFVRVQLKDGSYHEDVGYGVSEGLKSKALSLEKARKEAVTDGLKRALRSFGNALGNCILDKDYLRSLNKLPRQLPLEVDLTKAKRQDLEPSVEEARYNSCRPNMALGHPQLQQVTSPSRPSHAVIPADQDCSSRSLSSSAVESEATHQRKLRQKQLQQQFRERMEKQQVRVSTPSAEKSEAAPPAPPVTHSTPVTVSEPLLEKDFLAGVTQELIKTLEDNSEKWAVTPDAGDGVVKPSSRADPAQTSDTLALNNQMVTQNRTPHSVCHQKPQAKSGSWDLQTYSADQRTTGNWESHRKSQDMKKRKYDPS
FN deposit inh: fibronectin deposition inhibition. AID 743247. 350,000 compounds, 0.086% hits. inhibition, % at 12.6 µM. AH1F fibroblasts, Alexa488-fibronectin deposition fluorescence, overnight;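 active = mean inhibition across replicates of 30% or more, regardless of how many single replicates reach that level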;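 also: positive control wells lacked labelled fibronectin entirely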
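Material: AH1F fibroblasts assembling fluorescent fibronectin matrix; amount: 10000 AH1F cells/well; medium: DMEM, 2% serum; reagent: Alexa488-fibronectin, 24 nM final in well; dosing: single compound dose, delivered by pin transfer; incubation: 1 h adhesion, overnight exposure; detection: fluorescence after three HBSS washes, excitation 485 nm, emission 525 nm; measure: fibronectin deposition inhibition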
esBAF inh: blocks esBAF chromatin remodeling in mouse ES cells; AID 602393; 350,000 compounds, 2% hits; Bmi1-luciferase knock-in reporter, 24 h; 100% = twice the neutral-well signal; reporter increase, % at 12.5 µM; in the data active = activation above about 40%;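 also: 0% = median of the plate's neutral control wells and 100% = double that signal; a rise in the Bmi1 reporter signal indicates esBAF inhibition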
RAD54 inh: RAD54 (human) branch migration inhibition. Q92698. RAD54 Holliday junction branch migration, FAM/BHQ fluorescence. inhibition, % at 10.4 µM. 360,000 compounds, 0.14% hits. AID 602329;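 active = mean normalized replicate activity at least 40 and at least half of replicates scoring 40 or more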;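 also: 0% = median of neutral control wells and 100% = median of positive control wells; inhibitors cause a drop in the FAM fluorescence signal; in these data hits start at about 50%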
* marks the source's active call; other numbers are inactive results; x = no result given.

smiles | RAD52 inh | E-sel inducer | RAD54 inh | EWS-Fli inh | S100A4 inh HTS | XiGFP reactiv | FN deposit inh | esBAF inh
Cc1ccc(NS(=O)(=O)c2ccc(Cl)s2)cc1S(=O)(=O)N(C)C | -11 | 0.2 | x | 4 | 4 | 0.1 | -2 | x
O=C(COc1ccc([N+](=O)[O-])cc1Cl)NCCN1C(=O)CSC1=O | -3 | 0.2 | -2 | 3 | -6 | -0.1 | 2 | 1
CCn1cc(C(=O)NCCC(C)C)c(=O)c2cc(F)c(N3CCN(C(=O)c4ccco4)CC3)cc21 | -10 | 0.7 | -3 | x | -3 | 0.0 | -3 | 9
O=C(Nc1ccc2c(c1)[C@H]1C[C@@H](CC(=O)N3CCCCC3)O[C@H](CO)[C@H]1O2)C1CCC1 | -2 | -0.4 | -3 | -5 | -8 | 0.3 | 5 | 3
C/C(=N\NC(=O)Cc1c(C)[nH][nH]c1=O)c1ccc(Cl)c(Cl)c1 | -6 | 2.3 | 7 | 6 | 1 | -0.2 | -7 | -2
COc1ccc(N2CCN(C(=O)CNC(=O)Cn3cnc4sc(C)c(C)c4c3=O)CC2)cc1 | -9 | x | 6 | x | -48 | 0.3 | -21 | -1
COCCN1C(=O)C(=O)/C(=C(/O)c2ccc(S(=O)(=O)N3CCOCC3)cc2)C1c1cccc(O)c1 (configuration not stated) | -28 | 0.3 | -14 | 4 | -1 | -0.2 | 13 | -3
CCNC(=O)N(CC)C[C@H]1N[C@@](CC)(C(=O)OC)[C@H]2C(=O)N(Cc3ccccc3)C(=O)[C@@H]12 | -4 | -0.2 | -11 | -2 | 2 | 0.0 | 2 | 2
Cc1ccccc1NC(=O)c1ccc(COc2ccc3c(C)cc(=O)oc3c2)cc1 | x | x | -1 | x | x | 0.0 | -10 | 1
COc1ccc(NC(=O)N(C)C[C@@H]2Oc3ccc(NS(=O)(=O)c4c(C)noc4C)cc3CC(=O)N([C@H](C)CO)C[C@@H]2C)cc1 | 12 | x | -10 | -8 | 7 | -1.3 | x | -5
C[C@@H]1CCCCO[C@@H](CN(C)C(=O)Cc2ccccc2)[C@H](C)CN([C@H](C)CO)C(=O)c2cc(NS(=O)(=O)c3ccccc3)ccc2O1 | 1 | -0.2 | -3 | 5 | -2 | 0.1 | -8 | 5
C[C@H]1CN([C@@H](C)CO)C(=O)Cc2cc(N(C)C)ccc2O[C@@H]1CN(C)Cc1ccc(C(=O)Nc2ccccc2N)cc1 | 2 | 0.6 | -20 | 47 | -1 | 2.4 | 3 | -20
CC(=O)N[C@H]1C=C[C@@H](CC(=O)NCC2CCCCC2)O[C@@H]1CO | -7 | -0.4 | 3 | 4 | 18 | -0.2 | -4 | -3
CC(=O)N1CCc2cc(S(=O)(=O)CCC(=O)N3CCC(C)CC3)ccc21 | 1 | -0.1 | 3 | x | 0 | 0.0 | 2 | -2
CC(=O)c1ccc(NC(=S)Nc2cccc(S(=O)(=O)Nc3c(C)n(C)n(-c4ccccc4)c3=O)c2)cc1 | -46 | 0.1 | -6 | 0 | -11 | -0.1 | 7 | 4
CC(Oc1ccccc1Cl)C(=O)Nc1ccc(S(=O)(=O)N2CCOCC2)cc1 (configuration not stated) | 6 | x | -13 | -1 | 1 | -0.1 | 6 | -10
CCOc1ccc(S(=O)(=O)NCc2ccccn2)cc1 | 3 | x | 7 | 0 | -5 | x | x | 0
COc1ccc(NC(=O)c2cc(-c3ccccc3)nc3c2cnn3C(C)C)cc1 | -11 | 0.1 | 3 | 1 | 11 | 0.3 | 2 | 2
Cc1ccc(-n2c(=S)sc3c(=O)n(-c4ccccc4C)c(SCC(=O)O)nc32)cc1C | 0 | -0.1 | 7 | -8 | 3 | 0.1 | -1 | 1
COc1ccc(CN2C(=O)CSC2c2ccncc2)cc1 (configuration not stated) | -6 | x | x | 8 | 1 | 0.1 | -13 | 2
C[C@H](CO)N1C[C@H](C)[C@@H](CN(C)C(=O)Nc2ccc(C(F)(F)F)cc2)OCCCC[C@H](C)Oc2ccc(NC(=O)Nc3ccc(C(F)(F)F)cc3)cc2C1=O | x | 0.4 | 9 | 4 | x | 0.1 | -6 | -1
CC(=O)Nc1ccc(S(=O)(=O)Nc2nc3ccccc3nc2Nc2ccc(O)cc2)cc1 | -13 | x | x | -4 | -2 | -0.1 | 4 | x
Cc1ccc(NC(=O)CC2CCCC2)c(Br)c1 | -3 | x | x | 3 | -2 | 0.0 | -3 | 50*
O=C(COc1ccccc1Br)NCCC1=CCCCC1 | -13 | x | -6 | -9 | 0 | 0.0 | -4 | 10
C[C@@H]1CN([C@@H](C)CO)C(=O)c2cc(NS(=O)(=O)c3cn(C)cn3)ccc2O[C@H]1CN(C)Cc1ccccc1 | 5 | 0.0 | -6 | -7 | -26 | -0.4 | x | 0
CCN1CCN(c2nc3c(c(=O)[nH]c(=O)n3C)n2Cc2cccc(C)c2)CC1 | -2 | 0.1 | 1 | 3 | 4 | 0.0 | -9 | -8
Cc1ccccc1Cn1cc(NC(=O)c2nn(C)cc2Cl)cn1 | -5 | 0.3 | 1 | -2 | 24 | -0.1 | 9 | 8
Cc1ccc(NC(=O)Cc2noc3ccccc23)nc1 | -16 | x | x | -40 | 10 | 0.0 | 8 | x
O=[N+]([O-])c1ccc(S(=O)(=O)NN=Cc2ccc(Cl)c(Cl)c2)cc1 | 1 | 1.7 | 3 | -6 | -3 | 0.3 | -2 | 1
CN(C)CCN(C)Cc1c2ccccc2c(CN(C)CCN(C)C)c2ccccc12 | -101 | x | -19 | -3 | 14 | 0.3 | 6 | 6

Additional results
smiles | RAD52 inh | E-sel inducer | RAD54 inh | EWS-Fli inh | S100A4 inh HTS | XiGFP reactiv | FN deposit inh | esBAF inh
Cc1cccc(C)c1-n1nnnc1C1(C)CCC(=O)N1CCOc1ccccc1 (configuration not stated) | -6 | -0.2 | x | -7 | -2 | 0.1 | 11 | x
CCC(C)(C)NC(=O)C(c1cccc(OC)c1OC)N(Cc1ccccc1)C(=O)CCC(=O)Nc1cc(C)on1 (configuration not stated) | 7 | 0.0 | 18 | -14 | -2 | -0.1 | -6 | 2
COc1ccc(N2CC(NS(=O)(=O)c3cccs3)CC2=O)cc1 (configuration not stated) | -9 | -1.7 | x | 1 | 1 | 0.1 | 0 | -1
Cc1ccccc1-c1noc(CCC(=O)NCc2ccco2)n1 | -19 | 7.9 | 5 | -1 | -15 | 0.3 | -3 | 4
CC(=O)Nc1ccc2[nH]c(C)c(CC=C(Cl)Cl)c(=O)c2c1 | x | x | 21 | x | 15 | x | -9 | -5
O=C(C[C@H]1C=C[C@@H](NC(=O)C2CCC2)[C@H](CO)O1)NC1CCCCC1 | 4 | 0.1 | -5 | -10 | 3 | 0.4 | -6 | 2
CC(C)(C)[S@@](=O)N1Cc2cc(C(=O)NCCN3CCCCC3)nc(-c3cccc(-c4ccc(C#N)cc4)c3)c2[C@H]1CCO | 36 | -0.2 | 17 | -2 | -7 | -0.1 | 1 | -3
COC(=O)c1ccc(CCc2cc(O)c(Br)cc2O)cc1 | -53 | -0.3 | x | 26 | 1 | 0.0 | x | x
CN(C)CC(=O)N1[C@H](C#N)[C@@H](c2ccc(-c3ccc(C(=O)N(C)C)cc3)cc2)[C@@H]1CO | -7 | -0.5 | -2 | 2 | 0 | 0.1 | -10 | 2
CC(=O)N1CCN=C1SCc1ccccc1Cl | -11 | x | 1 | -1 | -2 | -0.2 | -10 | 12
Cc1ccc2c(c1)CCCO[C@]21O[C@H](CCO)C[C@H](O)[C@H]1O | -1 | 0.0 | 1 | -7 | -2 | 0.2 | -3 | 3
CC(=O)c1ccccc1NC(=O)c1ccc2c(c1)NC(=O)C(C)S2 (configuration not stated) | -1 | 3.6 | x | -90 | 0 | 0.9 | -6 | x
COc1ccc(NC(=O)CNCCC2=CCCCC2)cc1 | -14 | x | 12 | x | -2 | x | 3 | 2
CCn1cnc2c1c(=O)n(Cc1cccc([N+](=O)[O-])c1)c(=O)n2Cc1ccccc1 | 0 | x | -1 | -19 | -1 | 0.0 | 5 | -4
CC(C)CN1C(=O)CSCC1(C)C(=O)NC(C)C (configuration not stated) | -4 | -0.2 | x | -2 | 9 | 0.0 | 4 | x
O=C(CSc1cccc2cccnc12)Nc1ccccc1F | -12 | 0.1 | -1 | 47 | -6 | 0.8 | 3 | 6
COc1ccc([C@@H]2C[C@@H](c3ccccc3)Oc3cc(OC)c(OC)c(OC)c32)cc1 | x | -0.2 | -2 | 7 | x | 0.6 | 0 | -8
CCOCCCNC(=S)N1C2CCC1CC(NC(=O)NC1CCCCC1)C2 (configuration not stated) | -16 | x | -1 | -4 | -4 | x | x | -2
Cc1c(C(=O)N2CCN(CCc3ccccn3)CC2)oc2ccc(F)cc12 | -10 | x | -6 | -2 | -5 | 0.0 | 6 | -5
C[C@H]1CN([C@@H](C)CO)C(=O)c2cccc(NC(=O)Nc3ccc4c(c3)OCO4)c2O[C@@H]1CN(C)Cc1ccc(C(=O)O)cc1 | -6 | 0.8 | 4 | -18 | 13 | -1.0 | -8 | 5
CN(C)c1cc(Nc2cccc(O)c2)c([N+](=O)[O-])c2nonc12 | -12 | 3.9 | -20 | -3 | -7 | 0.0 | -8 | x
Cc1ccc(S(=O)(=O)N(C)C[C@@H]2Oc3ccc(NC(=O)CCCCCC(=O)Nc4ccccc4N)cc3CC(=O)N([C@@H](C)CO)C[C@@H]2C)cc1 | -28 | -0.3 | 0 | 56* | 15 | -0.1 | x | 2
OC[C@H]1[C@@H](c2ccc(-c3ccc(F)cc3)cc2)[C@H]2CN(Cc3cccnc3)CCCCN21 | -5 | 0.3 | 13 | -2 | 9 | 0.2 | x | -3
O=C(C[C@H]1CC[C@@H]2[C@H](COC[C@@H](O)CN2C(=O)Nc2ccc(F)cc2)O1)NC1CCC1 | x | -0.2 | 9 | x | x | 0.2 | 1 | -2
CCCN1C[C@H](C)[C@H](OC)CN(C)C(=O)c2cc(NS(=O)(=O)c3ccccc3)ccc2OC[C@H]1C | 2 | -0.2 | 2 | -13 | 1 | 0.2 | -7 | -5
CCN(Cc1ccccc1)S(=O)(=O)c1c(N)n(C)c(=O)n(C)c1=O | -7 | x | 5 | -4 | -4 | 0.2 | 2 | -9
COc1ccccc1NC(=O)N[C@@H]1CC[C@@H](CCNS(=O)(=O)c2ccc(F)cc2)O[C@H]1CO | 3 | -2.6 | 3 | -10 | -14 | 0.3 | x | 1

In the list so far, these contain a COOH group.
smiles | RAD52 inh | E-sel inducer | RAD54 inh | EWS-Fli inh | S100A4 inh HTS | XiGFP reactiv | FN deposit inh | esBAF inh
Cc1ccc(-n2c(=S)sc3c(=O)n(-c4ccccc4C)c(SCC(=O)O)nc32)cc1C | 0 | -0.1 | 7 | -8 | 3 | 0.1 | -1 | 1
C[C@H]1CN([C@@H](C)CO)C(=O)c2cccc(NC(=O)Nc3ccc4c(c3)OCO4)c2O[C@@H]1CN(C)Cc1ccc(C(=O)O)cc1 | -6 | 0.8 | 4 | -18 | 13 | -1.0 | -8 | 5

Random draw from the library; about 3% have a hit in one of these screens.
